Assay outcomes deposited in PubChem by Southern Research Specialized Biocontainment Screening Center.
PhoP GFP inhibition = PhoP regulon inhibitors, Salmonella typhi PhoP promoter GFP reporter, confirmatory (AID 1850). Salmonella Typhi PhoP-promoter GFP reporter, fluorescence, 4 h; higher % means a stronger effect. 310,000 tested, 0.33% active. one-dose inhibition, % at 50 µM; IC50 in µM for titrated hits; in the data active = a potency from the dose series; inconclusive = inhibition mostly from about 25% at the one dose, without a potency; inactive = the rest, 99 in 100 with inhibition below about 19%;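 note: 0% = induced wells with vehicle and 100% = uninduced wells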
H37Rv inhibition = M. tuberculosis growth inhibition, HTS (AID 449762). inhibition, % at 25 µM; hits with a dose series show IC50 in µM. M. tuberculosis H37Rv growth inhibition, 7H9 media; higher % means a stronger effect. 330,000 tested, 0.59% active; in the data active = a potency from the dose series; inconclusive = inhibition above about 70% without an active follow-up result;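 note: bacterial growth assessed after seven days of incubation; strong numbers were not always called active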
influenza NS1A = H1N1 influenza NS1A inhibitors, functional cell based assay (AID 504329); NS1A functional cell-based assay, percent inhibition; higher % means a stronger effect; inhibition, % at 12.5 µM; hits with a dose series show IC50 in µM; 340,000 tested, 0.3% active; in the data active = a potency from the dose series; inconclusive = inhibition above about 27% without an active follow-up result; note: strong numbers were not always called active
inhibitors of VEEV = inhibitors of VEEV TC-83 cytopathic effect, confirmation, Vero cells (AID 588727). Vero cells, VEEV TC-83 cytopathic effect inhibition; higher % means a stronger effect. inhibition, % at 20 µM, or IC50 in µM where a hit was titrated. 350,000 tested, 0.13% active; in the data active = a potency from the dose series; inconclusive = inhibition mostly from about 14% at the one dose, without a potency; inactive = the rest, 99 in 100 with inhibition below about 12%; note: strong numbers were not always called active
M. tuberculosis = growth inhibition of non-replicating M. tuberculosis (AID 488890). 320,000 tested, 0.39% active. inhibition, % at 25 µM, or IC50 in µM where a hit was titrated. Mycobacterium tuberculosis non-replicating, growth inhibition; higher % means a stronger effect; in the data active = a potency from the dose series; inconclusive = inhibition mostly from about 82% at the one dose, without a potency; inactive = the rest, 99 in 100 with inhibition below about 76%;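 note: plate controls were DMSO cells for no effect and high antibiotic wells for full effect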
inhibitors of VEEV 10K pilot screen = recorded beside inhibitors of VEEV, whose call it bears; inhibition, %; measured here: 10K pilot screen inhibition
Active calls of the source: *; i = inactive; ? = inconclusive; · = no result given. Compounds were not picked by outcome; any-hit rate near 1.5%.

SMILES	PhoP GFP inhibition	H37Rv inhibition	influenza NS1A	inhibitors of VEEV	M. tuberculosis	others
N#Cc1nc(-c2ccccc2Cl)oc1N1CCN(C(=O)c2ccco2)CC1	3%	5%	4%	i	-5%
COc1ccccc1-n1c(SCC(=O)N2CCCC2)nc2cccnc21	8%	-8%	10%	i	-18%
O=C(N/C(=C/c1ccccc1Cl)C(=O)N1CCCCC1)c1ccco1	-5%	-15%	27%	4.1%	-12%
Cc1ccc(S(=O)(=O)N2CCN(C(=O)c3cc(S(=O)(=O)N(C)C)ccc3N3CCCC3)CC2)cc1	6%	18%	-7%	6.6%	42%
CN(Cc1ccccc1)C(=O)COC(=O)c1cc(=O)c2ccccc2o1	·	2%	2%	i	·
CC(=O)c1csc(Nc2ccccc2Cl)n1	0%	-12%	-18%	0.8%	15%
COc1ccc(-c2nc(CS(=O)(=O)CC(=O)Nc3ccc(Cl)cc3)c(C)o2)cc1	4%	-8%	6%	1.6%	22%
Cc1ccc(CN2CCC(CO)(CC3CCCCO3)CC2)o1 (centres undefined)	-41%	1%	-16%	1.9%	6%
CCSc1nnc(NC(=O)C2CC=CCC2C(=O)O)s1 (centres undefined)	1%	3%	5%	1.0%	-5%
O=C(Nc1cccc(F)c1)c1ccc(CSc2ccccc2)o1	-12%	4%	-10%	0.1%	-1%	inhibitors of VEEV 10K pilot screen=0.4
NC(=O)Cn1c(S(=O)(=O)Cc2ccccc2)nc2ccccc21	-2%	-6%	-1%	0.7%	2%
COc1ccc(NC(=O)CN(c2ccc(C)cc2)S(C)(=O)=O)c(OC)c1	1%	-6%	8%	i	10%
CCCN(CC1CC1)c1nc(C)nc(Nc2c(Cl)cc(Cl)cc2Cl)c1Cl	1%	17%	-3%	0.1%	-17%
CC(C)[C@H](CO)Nc1nc(Nc2ccc(Cl)c(C(=O)O)c2)c2ncn(C(C)C)c2n1	-5%	-4%	10%	i	2%
CC(=O)Nc1c(C(=O)N2CCN(c3ccccn3)CC2)cnn1-c1ccc(C)cc1	-12%	-5%	-2%	i	-8%
O=C(O)c1cnc(-c2ccccc2)nc1Oc1ccccc1	-4%	-13%	-5%	i	20%
O=S(=O)(c1ccc(Cl)cc1)N1CCN(Cc2ccncc2)CC1	3%	0%	2%	i	14%
COc1ccc(OCc2cc(C(=O)N3CCN(C4CCCC4)CC3)no2)c(Cl)c1	6%	17%	-20%	1.6%	9%
CCCCn1c(N)c(N(CC(C)C)C(=O)CSCc2c(C)noc2C)c(=O)[nH]c1=O	9%	-4%	-4%	3.1%	17%
O=C(NCc1cccnc1)c1cccc(NS(=O)(=O)c2ccc(Br)cc2)c1	7%	19%	-1%	8.7%	17%
CCCNS(=O)(=O)c1ccc(Oc2ncc(C(F)(F)F)cc2Cl)cc1	-2%	7%	-3%	0.8%	5%
O=C(Nc1ccc(Nc2ccccc2)cc1)C(Cl)(Cl)Cl	-3%	9%	-3%	0.2%	78%
COCCOC1CCN(C(=O)c2ccc(OC)c(OC3CCN(C(C)C)CC3)c2)CC1	8%	3%	1%	i	-6%
CCOC(=O)N1CCC2(CC1)CC(=O)c1c(ccc3oc(C(=O)O)c(C)c13)O2	-4%	-3%	0%	0.8%	0%
Cc1ncoc1C(=O)N1CCCC(CCC(=O)NCc2ccccc2F)C1 (centres undefined)	-2%	-2%	-7%	i	0%
CCOC(=O)C1CCCN(c2ccc(NC(=O)c3snc4c(=O)[nH]c(C)nc34)cc2)C1 (centres undefined)	5%	69%	1%	0.4%	3%
O=C(NCC1CCCCC1)c1cc(S(=O)(=O)N2CCCCC2)ccc1Cl	·	3%	-15%	0.3%	25%
CC1CCN(C(=O)CN2c3cccc4cccc(c34)S2(=O)=O)CC1	·	-10%	-13%	i	14%
C=CCn1cccc(C(=O)Nc2ccc(OC)c(OC)c2)c1=O	1%	5%	·	6.9%	1%
O=C(NCCC1CCCCN1S(=O)(=O)c1cccs1)C(=O)Nc1ccccc1F (centres undefined)	0%	2%	-6%	2.0%	4%
CC(C)NC(=O)N1CCC(c2nc3ccccc3s2)CC1	-4%	-1%	-23%	2.9%	-26%
COc1ccc(C(CC(=O)NCc2ccco2)c2ccc(F)cc2)cc1 (centres undefined)	3%	0%	22%	1.0%	16%
N#CCC(=O)N/N=C1\CCCCC1C1CCCCC1 (centres undefined)	2%	-6%	-3%	1.1%	64%
COC(=O)c1ccccc1NC(=O)CSc1ccccn1	-6%	-11%	-3%	i	43%
CCOC(=O)C1=C(CSc2nc3c(cc2C#N)CN(C)CC3)OC(N)=C(C#N)C1c1ccc(Cl)cc1 (centres undefined)	1%	-1%	-1%	1.3%	19%
COc1ccccc1N(C)S(=O)(=O)c1ccc(C(=O)NCC2CCCCC2)cc1	·	-1%	-7%	6.3%	45%
O=C1/C(=C/c2ccccc2)SC(=S)N1C1CCS(=O)(=O)C1 (centres undefined)	-11%	8%	2%	3.7%	28%
COc1ccc(N2C(=O)c3ccccc3S2(=O)=O)cc1	13%	-6%	-14%	0.3%	-5%
Cc1ccc(-n2c(SCC(=O)O)nc3sc4c(c3c2=O)C(C)CCC4)cc1 (centres undefined)	-4%	4%	0%	0.4%	36%
O=C(CSc1ncnc2ccccc12)c1ccc2c(c1)OCCO2	-3%	8%	-4%	1.6%	?

By substructure: the compounds so far containing four or more nitrogen atoms.
SMILES	PhoP GFP inhibition	H37Rv inhibition	influenza NS1A	inhibitors of VEEV	M. tuberculosis	others
N#Cc1nc(-c2ccccc2Cl)oc1N1CCN(C(=O)c2ccco2)CC1	3%	5%	4%	i	-5%
COc1ccccc1-n1c(SCC(=O)N2CCCC2)nc2cccnc21	8%	-8%	10%	i	-18%
Cc1ccc(S(=O)(=O)N2CCN(C(=O)c3cc(S(=O)(=O)N(C)C)ccc3N3CCCC3)CC2)cc1	6%	18%	-7%	6.6%	42%
CCCN(CC1CC1)c1nc(C)nc(Nc2c(Cl)cc(Cl)cc2Cl)c1Cl	1%	17%	-3%	0.1%	-17%
CC(C)[C@H](CO)Nc1nc(Nc2ccc(Cl)c(C(=O)O)c2)c2ncn(C(C)C)c2n1	-5%	-4%	10%	i	2%
CC(=O)Nc1c(C(=O)N2CCN(c3ccccn3)CC2)cnn1-c1ccc(C)cc1	-12%	-5%	-2%	i	-8%
CCCCn1c(N)c(N(CC(C)C)C(=O)CSCc2c(C)noc2C)c(=O)[nH]c1=O	9%	-4%	-4%	3.1%	17%
CCOC(=O)C1CCCN(c2ccc(NC(=O)c3snc4c(=O)[nH]c(C)nc34)cc2)C1 (centres undefined)	5%	69%	1%	0.4%	3%
CCOC(=O)C1=C(CSc2nc3c(cc2C#N)CN(C)CC3)OC(N)=C(C#N)C1c1ccc(Cl)cc1 (centres undefined)	1%	-1%	-1%	1.3%	19%

The listing continues.
SMILES	PhoP GFP inhibition	H37Rv inhibition	influenza NS1A	inhibitors of VEEV	M. tuberculosis	others
O=C(NNC(=O)c1ccc2c(c1)OCO2)NC1CCCCC1	4%	0%	-1%	4.8%	12%
CC(C)CN(C(=O)c1ccc(N2CCCC2=O)cc1)C1CCS(=O)(=O)C1 (centres undefined)	1%	-1%	-4%	2.6%	-7%
NS(=O)(=O)c1ccc(CNS(=O)(=O)c2cccc3nonc23)cc1	-21%	7%	·	2.6%	2%
CCOC(=O)c1c(C)[nH]c(C)c1C(=O)CSc1ncccn1	-6%	-3%	0%	i	15%
COC(=O)c1sc(=S)n(-c2ccc(Cl)cc2)c1C	-6%	-3%	-6%	3.0%	15%
O=[N+]([O-])c1cc(S(=O)(=O)Nc2ccccc2)ccc1NCc1cccnc1	1%	-12%	7%	i	7%
CN(CC(=O)Nc1ccc(F)cc1)C(=O)COC(=O)CNC(=O)c1ccc(Cl)cc1Cl	-6%	6%	-4%	1.4%	3%
O=S(=O)(Nc1cc(C(F)(F)F)ccc1N1CCOCC1)c1ccccc1	-5%	-3%	-4%	3.7%	-15%
Cc1[nH]c2ccccc2c1C(Nc1nccs1)c1ccncc1 (centres undefined)	9%	28%	-3%	3.2%	-1%
CN(C(=O)c1ccc([N+](=O)[O-])cc1)c1ccccc1C(=O)NCc1ccccc1	-2%	-13%	16%	0.2%	-7%
C/C(Cn1cnc([N+](=O)[O-])n1)=N\NC(=O)c1ccncc1	-1%	?	-1%	0.8%	71%
COc1cc(OC)c(NC(=O)/C=C/C(=O)O)cc1Cl	-3%	-3%	·	0.4%	-11%
Cc1ccc(NC(=O)c2ccc(NC(=O)c3ccccc3)cc2)cc1C	-7%	-8%	-15%	7.4%	-6%
C=CCSc1nnc(NC(=O)CSc2ccccn2)s1	3%	-11%	·	·	65%
CCOC(=O)N1CCN(S(=O)(=O)c2ccc(C(=O)N(CCCN(C)C)c3nc4cc(OC)ccc4s3)cc2)CC1	-3%	3%	-8%	i	·
COc1cccc(C(=O)Nc2nc(-c3ccc(S(=O)(=O)N4CCOCC4)cc3)cs2)c1	-2%	5%	-2%	8.7%	60%
COc1cc(C(=O)N2CCC(NC(=O)C(Cc3ccccc3)NC(C)=O)CC2)cc(OC)c1OC (centres undefined)	4%	0%	-17%	i	-3%
CCOC(=O)c1cc2occc2n1CC(=O)NC1CCCCC1C (centres undefined)	4%	4%	2%	0.4%	11%
O=C(NCC(=O)N(Cc1ccco1)C(C(=O)NC1CCCCC1)c1ccncc1)c1cccs1 (centres undefined)	-9%	0%	-11%	i	10%
O=C(CCC(=O)c1ccc(F)cc1)NCC1(N2CCCCC2)CCCCC1	·	4%	7%	0.1%	51%
CCn1c2ccccc2c2cc(CN3CCN(C(=O)c4ccco4)CC3)ccc21	8%	15%	16%	2.6%	15%
COc1ccccc1C(=O)COC(=O)c1cccc(-n2cnnn2)c1	·	-8%	-3%	0.4%	-5%
O=C(Nc1ccccc1)c1sc(N2CCOCC2)nc1-c1ccccc1	0%	7%	0%	i	-1%
CC(c1ccc(F)cc1)n1c(-c2ccc3ccccc3n2)n[nH]c1=S (centres undefined)	-12%	0%	6%	i	-8%
Cc1ccc(NCC(=O)N/N=C/c2cc(O)ccc2[N+](=O)[O-])cc1	9%	26%	·	1.7%	24%
Brc1ccc2ncnc(Nc3cccc4ccccc34)c2c1	-1%	?	-1%	7.3%	26%
O=C(Oc1ccc(C(=S)N2CCOCC2)cc1Br)c1cc(Cl)ccc1Cl	-1%	-5%	24%	2.0%	76%
CCN(CC)c1ccc(/C=N/NC(=O)c2c(Cl)c(C)nn2C)cc1	-5%	-7%	-2%	1.0%	10%
CCN1C[C@@]2(COC)C3[C@@H](OC)[C@H]4[C@@H]1[C@@]3(C1C[C@H]3[C@H](OC(=O)c5ccccc5)C1[C@]4(OC(C)=O)C[C@H]3OC)[C@@H](OC)C[C@H]2O (some centres undefined)	-2%	-9%	·	·	33%
Cc1ccc(C)c(S(=O)(=O)NC(Cc2c[nH]c3ccccc23)C(=O)O)c1 (centres undefined)	5%	-1%	-11%	1.4%	-2%
CC(=O)N1c2ccc(S(=O)(=O)N3CCCCC3)cc2CC1C(=O)Nc1ccc(C)cc1 (centres undefined)	-4%	2%	3%	2.1%	16%
Cc1ccc(N(C(=O)Cc2cccs2)C(C(=O)NC2CCCC2)c2ccncc2)cc1 (centres undefined)	1%	1%	-1%	5.8%	20%
c1ccc(Cn2cnc3ccccc32)cc1	-14%	8%	-8%	3.3%	0%
CCCCOc1ccc(CSCCN=C(N)N)cc1	·	·	9%	i	·
COc1ccc(OC)c(C2C3=C(CCCC3=O)Nc3nnnn32)c1 (centres undefined)	2%	-7%	2%	1.1%	-19%
O=C(c1cc(-c2ccc3c(c2)OCO3)on1)N1CCN(c2ccc(F)cc2)CC1	-3%	1%	0%	5.3%	-14%
O=C(Nc1cc(S(=O)(=O)N2CCOCC2)ccc1N1CCOCC1)c1ccc(S(=O)(=O)N2CCCCC2)cc1	-6%	-4%	-7%	1.2%	2%
O=C(Nc1ccc(Cl)cc1)O/N=C(\c1ccccc1)c1ccccn1	-2%	-3%	-1%	0.9%	-5%
Cc1nc2ccn(Cc3ccccc3)c(=O)c2cc1C(=O)N1CCN(c2ccc(F)cc2)CC1	0%	-3%	0%	2.1%	12%
CCc1nnc(NS(=O)(=O)c2ccc(N3C(=O)c4ccccc4C3=O)cc2)s1	6%	-2%	-1%	i	35%
CCC(C)C(=O)Nc1cc(OC)c(OC)cc1C(=O)O (centres undefined)	6%	8%	4%	0.4%	4%
C=CCC1(CCCCC)C(=O)NC(=S)NC1=O	·	·	-3%	26%	·
COc1ccc(S(=O)(=O)Cc2ccc(C(=O)O)o2)cc1	2%	1%	17%	0.7%	-9%
CCCOc1ccc(C(=O)Nc2ccc(Cl)cn2)cc1	-1%	?	-6%	0.8%	75%
